High-throughput results (PubChem)
MBD2 inh: inhibitors of MBD2 binding to methylated DNA, primary screen, biochemical, TR-FRET, DNA-binding domain, human; Methyl-CpG-binding domain protein 2 (Homo sapiens), Q9UBB5; inhibition, % at 4.4 µM; MBD2 binding to methylated oligonucleotide; 370,000 tested, 0.31% active; in the data active = inhibition above about 13%
LEDGF integ inh: blockers of LEDGF/p75-dependent integrase strand transfer – biochemical, TR-FRET, high throughput, primary screen; 370,000 tested, 0.64% active; TR-FRET IN-LEDGF/p75 DNA integration, Eu/Cy5; inhibition, % at 3.7 µM; HIV-1 integrase (with human LEDGF/p75);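 active = inhibition above the screen-wide mean plus 3 SD, cut at about 13% in these data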;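 note: signal is the Cy5 over europium emission ratio at 671 and 618 nm; 0% = plate median of compound wells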
Tn6 DDE FP: inhibitors of Tn6 peptide binding to fibrin DD(E), primary screen, biochemical, fluorescence polarization, human fibrin, Tn6 probe; Fibrinogen beta chain (Homo sapiens), P02675; Fibrin DD(E) TRITC-Tn6 fluorescence polarization displacement; inhibition, % at 8.3 µM; 370,000 tested, 0.21% active; AID 720509, 2013;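 active = inhibition above a per-campaign cutoff: mean of compounds within control limits plus 3 SD, cut at about 15% in these data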;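 note: 0% = median of all compound wells on the plate and 100% = blocking peptide control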
Target sequence (P02675 whole entry, looked up): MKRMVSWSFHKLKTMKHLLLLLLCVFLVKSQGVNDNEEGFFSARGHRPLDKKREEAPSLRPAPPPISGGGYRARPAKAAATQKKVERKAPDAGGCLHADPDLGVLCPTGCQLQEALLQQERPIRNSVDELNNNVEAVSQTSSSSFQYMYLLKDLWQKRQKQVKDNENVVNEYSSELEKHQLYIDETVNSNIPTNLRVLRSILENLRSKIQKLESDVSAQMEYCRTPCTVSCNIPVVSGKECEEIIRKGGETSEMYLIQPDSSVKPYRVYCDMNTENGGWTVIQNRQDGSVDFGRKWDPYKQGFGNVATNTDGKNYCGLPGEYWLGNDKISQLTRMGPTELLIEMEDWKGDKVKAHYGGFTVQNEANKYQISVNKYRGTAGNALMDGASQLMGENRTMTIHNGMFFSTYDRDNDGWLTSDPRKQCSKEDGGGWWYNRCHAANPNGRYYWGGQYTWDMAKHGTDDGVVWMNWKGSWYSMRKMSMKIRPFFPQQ
TDP2 absorb: human TDP2 enzyme inhibitors, primary screen, biochemical, epi absorbance, recombinant enzyme. T5PNP hydrolysis, p-nitrophenol absorbance 415 nm. inhibition, % at 12.8 µM. 370,000 tested, 0.34% active. AID 720702, 2013;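 active = inhibition above the mean of all tested compounds plus 3 SD, set per campaign, cut at about 25% in these data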;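 note: 0% = DMSO with enzyme and 100% = buffer with substrate but no TDP2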
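Read-out basis: percent inhibition. System: recombinant human TDP2. Buffer or medium: Mg2+-containing Tris-HCl buffer, pH 7.5. Repeats: single replicate. Timing: reaction 2 h, 37 °C. Benchmarks: high control without enzyme, low control DMSO plus TDP2. Probe or stimulus: 5 mM T5PNP. Doses: 12.8 µM only. Measured by: epi absorbance of p-nitrophenol freed from T5PNP by hydrolysis.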
PRMT1 inh: PRMT1 methyltransferase inhibitors, primary screen, biochemical, fluorescence polarization | 370,000 tested, 1.3% active | inhibition, % at 2.79 µM | Protein arginine N-methyltransferase 1 (Homo sapiens), Q99873 | recombinant PRMT1, activity-based probe fluorescence polarization | AID 652257, 2013;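 active = inhibition above about 21% made by adding two undisclosed values, limit read from the data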
TCR-CD3 inh: inhibitors of human TCR-CD3 interaction, primary screen, biochemical, fluorescence, TAMRA-labeled TCR probe | 360,000 tested, 0.37% active | T-cell receptor (TCR) | inhibition, % at 9.4 µM; in the data active = inhibition above about 19%;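 note: recombinant mutant TCR 2C K166C tagged with TAMRA read by polarization; 0% = receptor in buffer alone and 100% = receptor with positive control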
DDE Tn7 FP inh: inhibitors of Tn7 peptide binding to fibrin DD(E), primary screen, biochemical, fluorescence polarization, human fibrin, Tn7 probe. FP displacement of FITC-Tn7 peptide from fibrin DD(E); 0% = median of compound wells per plate. inhibition, % at 8.3 µM. 370,000 tested, 0.13% active;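 active = inhibition above the mean of compounds falling within the control limits plus 3 SD of them, cut at about 14% in these data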;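 note: 0% = plate median of compound wells and 100% = 10 µM Aha-Tn7 peptide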
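Assay system: human fibrin DD(E) protein / Input: 2 µM fibrin DD(E) / Benchmarks: high control of 10 µM Aha-Tn7 peptide / Measured by: fluorescence polarization of the labelled Tn7 tracer / Medium: Tris buffer with calcium and detergent, pH 7.8 / Timing: 10 min compound pre-incubation, 3 h probe incubation at room temperature / Repeats: one replicate per compound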
SIAE inh: human SIAE inhibitors, primary screen, biochemical, fluorescence polarization, FP-Rh probe, 1536-well HTS | SIAE FP-Rh probe binding | inhibition, % at 9.66 µM | 370,000 tested, 0.69% active | AID 1053197, 2014;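 active = inhibition above a cutoff: mean of compounds within the control limits plus 3 SD of those, cut at about 17% in these data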;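 note: 0% = plate median of compound wells and 100% = probe without SIAE protein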
proKLK7 act: proKLK7 zymogen activators, primary screen, biochemical, fluorescence intensity | purified proKLK7, EDANS-DABCYL substrate fluorescence; 100% is mature enzyme control, 0% vehicle | activation, % at 7 µM | 370,000 tested, 0.9% active | Kallikrein-7 (Homo sapiens), P49862;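 active = activation above the mean of all tested compounds plus 3 SD, computed per campaign excluding outliers beyond control limits, cut at about 13% in these data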
Target sequence (P49862 whole entry, looked up): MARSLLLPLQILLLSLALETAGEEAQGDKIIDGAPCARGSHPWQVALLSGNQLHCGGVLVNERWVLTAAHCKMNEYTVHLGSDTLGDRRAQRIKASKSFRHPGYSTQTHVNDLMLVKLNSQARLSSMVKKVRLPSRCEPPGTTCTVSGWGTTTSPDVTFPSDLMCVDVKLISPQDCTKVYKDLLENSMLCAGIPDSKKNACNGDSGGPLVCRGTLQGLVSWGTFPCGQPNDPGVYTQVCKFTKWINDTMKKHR
UHRF1 binding: UHRF1 methylated DNA binding inhibitors, primary screen, counter-screen for MBD2 inhibitor project, biochemical, TR-FRET, human UHRF1, single concentration. E3 ubiquitin-protein ligase UHRF1 (Homo sapiens), Q96T88. UHRF1 binding to methylated oligo. inhibition, % at 4.4 µM. 370,000 tested, 0.75% active. AID 687016, 2013; in the data active = inhibition above about 21%;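 note: UHRF1 SRA domain binding a hemimethylated CpG hairpin DNA probe; 0% = median of test compound wells and 100% = reference inhibitor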
Starred values were filed as active, the others as inactive; & = joins results of further samples.

SMILES	MBD2 inh	LEDGF integ inh	Tn6 DDE FP	TDP2 absorb	PRMT1 inh	TCR-CD3 inh	DDE Tn7 FP inh	SIAE inh	proKLK7 act	UHRF1 binding
COc1ccc(CCCC(=O)NCC(=O)N/N=C/c2cc(Cl)ccc2OC)cc1	-6	0	-1	-6	-2	7	0	-2	-0.2	0
COc1ccccc1NC1CCCCC1NS(=O)(=O)c1ccc(C)cc1 (stereo not drawn)	1	1	3	6	3	-7	-3	2	-0.2	0
Cc1ccc(NC(=O)CSc2nnc(-c3cccs3)n2Cc2ccco2)cc1	5	3	1	2	4	3	0	-5	0.2	0
C=C1CCN([C@@H](Cc2ccccc2)C(=O)NCc2ccc(Cl)cc2)S(=O)(=O)c2ccccc21	-5	1	-8	5	1	9	-3	-1	0.5	-4
CCc1c(O)nc(SCC(=O)Nc2ccc3c(c2)CCC3)[nH]c1=O	-2	8	-6	-2	5	6	-4	-10	0.2	2
O=C(COc1ccc(Cl)cc1)NNC(=O)c1ccncc1	2	1	7	3	1	-4	0	13	-0.2	1
CN(C)CCN(C)C1CN(Cc2ccc(F)cc2)S(=O)(=O)C1 (stereo not drawn)	0	-4	-2	-7	0	-5	-1	9	-0.5	0
Cc1ccc(N2CC(C(N)=O)CC2=O)cc1 (stereo not drawn)	2	-1	6	13	2	2	4	-8	0.7	-1
Cc1ccc(C)c(NC(=O)CCN2CCCCC2)c1	-7	2	6	-12	-2	4	5	-1	-0.3	-4
CCOC(=O)Cc1csc(N/N=C\c2ccc(N(C)C)cc2)n1	-4	3	-2	-1	-2	0	0	2	0.2	-3
CC1N(C(=O)N2CCOCC2)CCN1S(=O)(=O)c1ccc(Cl)cc1 (stereo not drawn)	1	0	4	-2	0	-8	-1	-1	-0.5	0
Cc1ccc(NC(=O)CSCC(=O)N(CCC(C)C)c2c(N)n(Cc3ccccc3)c(=O)[nH]c2=O)cc1	-1	0	3	-1	-1	4	2	-4	-0.1	0
O=[N+]([O-])c1cc(CN2CCC(O)CC2)ccc1Cl	4	1	-2	4	0	-2	-2	-3	-0.6	1
CNC(=O)C(C)N1c2cccc3cccc(c23)S1(=O)=O (stereo not drawn)	-1	1	2	-9	-2	-5	-10	4	15*	1
O=C(O)c1cc(S(=O)(=O)N2CCN(S(=O)(=O)c3ccccc3)CC2)ccc1Cl	0	0	5	4	2	-2	-7	2	-0.1	0
O=S(=O)(c1ccc(Cl)cc1)N1CCCN(c2ccc(C(F)(F)F)cn2)CC1	6	-3	7	-2	6	-8	-7	-7	-0.3	1
COc1cc(C(=O)N2CCN(C(=O)c3ccco3)CC2)cc(OC)c1OC	6	2	0	2	-2	0	-3	-2	0.0	-1
COc1cccc2cc(C(=O)C3=C(O)C(=O)N(CCN4CCOCC4)C3c3ccc(C)o3)oc12 (stereo not drawn)	3	1	-7	2	5	-6	3	3	-0.2	-2
N#Cc1ccccc1OCC(=O)Nc1nnc(C2CC2)s1	0	11	4	-7	-1	-4	-5	-5	-0.6	0
O=C1OCC2=C1C(c1ccc(F)cc1)Sc1ccccc1N2 (stereo not drawn)	5	-2	-2	2	2	-5	1	1	0.2	2
CN(Cc1ccc(Cl)c(Cl)c1)C(c1cc2ccccc2o1)c1nnnn1C(C)(C)C (stereo not drawn)	-1	3	-1	6	-4	3	3	-7	-0.5	-2
CCCN(CCC)c1ccc(/C=C/c2ccc3cc(OCC)ccc3n2)cc1	-1	-3	-3	6	-4	-1	6	-4	-2.5	1
O=C(COc1ccc(Br)cc1)NN1C(=O)c2ccccc2C1=O	3	1	2	8	-5	4	-1	-1	0.0	0
Cc1cc(C)cc(C(=O)NC(CC(N)=O)c2ccc(N3CCN(c4ccccn4)CC3)c([N+](=O)[O-])c2)c1 (stereo not drawn)	-6	1	3	-9	-1	0	0	11	0.3	0
CCn1cnc2c1c(=O)n(CC(=O)NCc1ccccc1)c(=O)n2Cc1ccccc1	-1	0	-2	4	3	0	-4	-3	0.1	-1
Cc1cccc2cc(CN(Cc3ccc(F)cc3)C(=O)C(F)(F)F)c3nnnn3c12	-2	-2	5	-10	2	-3	2	-3	-0.4	0
Cc1nn(C)cc1C(C)Nc1nc2nonc2nc1N1CCCCC1 (stereo not drawn)	2	0	3	5	-2	3	-4	4	0.1	-1
O=S(=O)(N/N=C\c1cccc(F)c1)c1ccccc1	3	-2	0	-2	1	6	-4	-1	0.0	0
CC1(c2nnnn2Cc2ccccc2)CCC(=O)N1CC(F)(F)F (stereo not drawn)	-1	-1	6	-5	-1	5	0	-3	0.4	2
Cc1ccc2oc(/N=C(\N)NC(=O)C(C)(C)C)nc2c1	2	-1	-3	-5	1	3	4	-4	-0.4	-2
CCN(C[C@H]1N[C@@](CC)(C(=O)OC)[C@H]2C(=O)N(Cc3ccccc3)C(=O)[C@@H]12)C(=O)Nc1ccc(Cl)cc1	-4	3	1	2	6	-3	-4	-1	0.5	-1
CCn1c(SCC(=O)N2CCCc3ccccc32)nnc1-c1cccs1	8	3	-1	2	5	-2	-1	-7	0.2	21*
C=CCn1c(SCc2csc(C)n2)nc2sc3c(c2c1=O)CCC(C)C3 (stereo not drawn)	1	-5	-6	7	6	-8	-4	-4	-0.1	2
CCOC(=O)c1nnn(-c2nonc2N)c1-c1cccc2ccccc12	5	1	-14	5	2	-8	-4	0	0.7	0
CCc1ccc(OCc2nnc(SCC(=O)Nc3cccc(C(=O)N4CCOCC4)c3)o2)cc1	0	-5	-6	-3	-1	6	-2	2	-0.7	0
O=C(O)CSC(C(=O)Nc1ccc(Br)cc1)c1ccc(Cl)cc1 (stereo not drawn)	-3	2	-1	0	-1	2	4	3	0.0	0

The last four compounds of the section above lead into the next.
SMILES	MBD2 inh	LEDGF integ inh	Tn6 DDE FP	TDP2 absorb	PRMT1 inh	TCR-CD3 inh	DDE Tn7 FP inh	SIAE inh	proKLK7 act	UHRF1 binding
C=CCn1c(SCc2csc(C)n2)nc2sc3c(c2c1=O)CCC(C)C3 (stereo not drawn)	1	-5	-6	7	6	-8	-4	-4	-0.1	2
CCOC(=O)c1nnn(-c2nonc2N)c1-c1cccc2ccccc12	5	1	-14	5	2	-8	-4	0	0.7	0
CCc1ccc(OCc2nnc(SCC(=O)Nc3cccc(C(=O)N4CCOCC4)c3)o2)cc1	0	-5	-6	-3	-1	6	-2	2	-0.7	0
O=C(O)CSC(C(=O)Nc1ccc(Br)cc1)c1ccc(Cl)cc1 (stereo not drawn)	-3	2	-1	0	-1	2	4	3	0.0	0
Cc1cc(C)c2c(=O)c(/C=C3\NC(=S)NC3=O)coc2c1	4	2	10	-4	0	4	0	-4	0.3	-4
Cc1ccc2nc(Nc3ccc(C)c(C)c3)c3nncn3c2c1	0	-4	-2	-2	-1	2	4	2	-2.5	-3
Nc1cc2ccccc2oc1=O	-1	-2	5	-3	3	3	-4	1	-0.8	-3
COc1ccc(NC(=O)CN(C)C(=O)CC2CCCC2)cc1	3	-1	0	-12	-1	-1	-2	-3	-0.2	6
C[C@H](CO)N1C[C@H](C)[C@@H](CN(C)C(=O)C2CC2)OCc2cnnn2CCCC1=O	-1	0	1	-8	0	-4	-3	4	0.5	1
Cc1c(N2C(=O)/C(=C\c3cccc4ccccc34)SC2=S)c(=O)n(-c2ccccc2)n1C	2	-2	-12	6	5	-2	-5	3	-0.6	-6
CN1OC[C@@H]2CN(S(=O)(=O)c3ccccc3)[C@H](c3ccc(N4CCCCC4)cc3)C[C@@H]21	-1	-3	-4	3	1	-1	-6	4	0.4	4
CN(C)S(=O)(=O)c1ccc2[nH]cc(/C=C/c3nc4ccccc4c(=O)n3-c3ccccc3)c2c1	3	0	1	-11	0	1	6	-3	-13	4
O=C(NCC1CCC(C(=O)O)CC1)c1cccnc1 (stereo not drawn)	-2	4	-2	-22	-4	3	-1	1	-0.4	1
O=c1nc(SCc2c(F)cccc2Cl)nc(-c2ccc(Cl)cc2)[nH]1	1	0	13	3	-4	6	-7	-9	-0.1	-1
Cc1ccc(Cn2nnc3c(=O)n(CC(=O)NCc4ccco4)cnc32)cc1	-3	8	1	-22	4	-6	2	-6	0.4	0
CN1CCN(S(=O)(=O)c2cccc(C(=O)N(C)C(c3ccccc3)c3ccccc3)c2)CC1	-5	4	9	3	-5	6	2	2	1.1	-1
COCCSc1nnc(NC(=O)c2ccc([N+](=O)[O-])cc2)s1	-1	2	4	7	-2	3	4	1	-0.1	0
c1csc(CNc2ncnc3ccc(-c4ccc5c(c4)OCO5)cc23)c1	4&-2&-1	-2&2&-1	2&-5&-9	-6&-12&11	3&-2&-1	-5	0&-12&-5	-4&0&6	-0.6	5&1&-1
O=C(COC(=O)CNC(=O)c1sc2ccccc2c1Cl)NC1CCS(=O)(=O)C1 (stereo not drawn)	-2	-2	1	7	-1	3	5	-2	-0.2	-1
CCC1CCCCN1S(=O)(=O)c1ccc2c(c1)CCN2C(=O)C1CCC1 (stereo not drawn)	2	1	-4	-4	0	-2	2	-1	0.2	-4
COc1ccc(NC(=O)C(CCSC)NC(N)=O)cc1Cl (stereo not drawn)	-3	-1	-1	8	0	-1	1	5	0.3	-3
CSc1ccccc1C(=O)NC1CCCCC1	-4	-2	0	7	-2	-2	-3	4	0.2	-1
O=C(CCc1nnc(CCCCc2ccccc2)o1)N1CCC(N2CCCC2)CC1	-1	-2	3	0	0	24*	6	-1	-0.1	-1
O=C1NC(=O)C(=C2CCCCCC2)S1	0	2	9	3	-1	2	-4	2	0.8	0
C=CCc1ccccc1OCC(=O)N/N=C/c1ccc(OC(C)=O)cc1OC(C)=O	-1	-6	-7	-3	3	3	9	7	-31	2
COc1cc2c(cc1NC(=O)C(C)Sc1ccc(NC(C)=O)cc1)oc1ccccc12 (stereo not drawn)	-5	3	-1	-18	21	-6	-4	-54	0.7	0
O=C(OCC(=O)c1ccccc1Cl)c1cnccn1	-1	0	7	1	-4	-6	-2	-3	0.3	-1
